Compound activity from PubChem BioAssay.
Fam108B inh: mouse Fam108B serine hydrolase inhibitors, primary screen, counter-screen for RBBP9 inhibitor project, biochemical, fluorescence polarization; inhibition, % at 9.51 µM; recombinant Fam108B, FP-Rh probe fluorescence polarization; 300,000 compounds, 0.33% hits;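 active = inhibition above the screen mean inhibition plus 3 SD, computed separately per campaign, cut at about 18% in these data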;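 note: inhibitors lower polarization as less probe binds the enzyme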
GLD-1 RNA inh: GLD-1/TGE RNA complex disruptors, primary screen, biochemical, fluorescence polarization. Female germline-specific tumor suppressor gld-1 (Caenorhabditis elegans), Q17339. purified GLD-1 + fluorescein TGE RNA. inhibition, % at 5.96 µM. 320,000 compounds, 0.44% hits. AID 2280, 2010;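 active = percent inhibition above a per-plate cutoff, the plate mean of test compounds plus 3 SD, cut at about 30% in these data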;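 note: 0% = DMSO wells with GLD-1 and probe and 100% = wells lacking GLD-1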
Bcl-xL primary: inhibitors of human Bcl-xL, primary screen, biochemical, fluorescence polarization, HTS; Bcl-2-like protein 1 (Homo sapiens), Q07817; GST-Bcl-xL / FITC-Bim BH3 peptide fluorescence polarization; inhibition, % at 10.9 µM; 320,000 compounds, 0.7% hits; AID 2129, 2009;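 active = inhibition above the mean of all tested compounds plus 3 SD, cutoff set per campaign, cut at about 30% in these data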;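 note: 0% = DMSO wells and 100% = unlabeled Bim-BH3 peptide competitor; inhibitors lower millipolarization by displacing the labeled peptide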
MCL1-BIM inh: inhibitors of MCL1 binding to BIM-BH3, primary screen, biochemical, fluorescence polarization | Induced myeloid leukemia cell differentiation protein Mcl-1 (Homo sapiens), Q07820 | GST-MCL1 / FITC-Bim-BH3 fluorescence polarization | inhibition, % at 10.9 µM | 320,000 compounds, 0.68% hits | AID 2057, 2009;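 active = inhibition above the mean inhibition of all tested compounds plus 3 SD, set per campaign, cut at about 40% in these data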;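 note: 0% = DMSO wells and 100% = unlabeled Bim-BH3 peptide control; higher means more loss of mP so more displacement of Bim peptide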
CIT2-GFP yeast: modulators of CIT2-GFP expression in yeast, primary screen, S. cerevisiae, GFP fusion, multiplex flow cytometry, MLPCN library. AID 2029, 2009. S. cerevisiae CIT2-GFP strain, 3 h; 100 means same as DMSO wells. GFP response vs DMSO, % at 10 µM. 320,000 compounds, 0.065% hits;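 active = GFP response relative to DMSO above a set limit, near the screen mean plus 3 SD, cut at about 150% in these data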;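 note: ratio of well median GFP fluorescence to mean of DMSO wells on the plate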
MEX-5 binding: MEX-5 zinc finger RNA-binding disruptors – biochemical, C. elegans, fluorescence polarization, MLPCN library, primary screen | activity score (negative = inhibition of binding), % at 10 µM | MEX-5/FITC-TCR2 RNA binding; active compounds read low | Zinc finger protein mex-5 (Caenorhabditis elegans), Q9XUB2 | 300,000 compounds, 0.38% hits;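 active = inhibition past about -25% in most replicates, and total fluorescence under double the plate's negative control median, limit read from the data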;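 note: 0% = DMSO and -100% = 5 µM competing unlabeled TCR2 RNA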
VLA-4 inh: inhibition in human VLA-4 binding assay, primary screen, VLA-4 allosteric modulator project, MLPCN library, flow cytometry, VLA-4 expressing cells; 330,000 compounds, 0.2% hits; ligand binding flow cytometry; Integrin alpha-4 (Homo sapiens), P13612; inhibition, % (about 7 µM as worked out from the volumes in the protocol); in the data active = inhibition above about 50%
Target sequence (P13612 whole entry, looked up): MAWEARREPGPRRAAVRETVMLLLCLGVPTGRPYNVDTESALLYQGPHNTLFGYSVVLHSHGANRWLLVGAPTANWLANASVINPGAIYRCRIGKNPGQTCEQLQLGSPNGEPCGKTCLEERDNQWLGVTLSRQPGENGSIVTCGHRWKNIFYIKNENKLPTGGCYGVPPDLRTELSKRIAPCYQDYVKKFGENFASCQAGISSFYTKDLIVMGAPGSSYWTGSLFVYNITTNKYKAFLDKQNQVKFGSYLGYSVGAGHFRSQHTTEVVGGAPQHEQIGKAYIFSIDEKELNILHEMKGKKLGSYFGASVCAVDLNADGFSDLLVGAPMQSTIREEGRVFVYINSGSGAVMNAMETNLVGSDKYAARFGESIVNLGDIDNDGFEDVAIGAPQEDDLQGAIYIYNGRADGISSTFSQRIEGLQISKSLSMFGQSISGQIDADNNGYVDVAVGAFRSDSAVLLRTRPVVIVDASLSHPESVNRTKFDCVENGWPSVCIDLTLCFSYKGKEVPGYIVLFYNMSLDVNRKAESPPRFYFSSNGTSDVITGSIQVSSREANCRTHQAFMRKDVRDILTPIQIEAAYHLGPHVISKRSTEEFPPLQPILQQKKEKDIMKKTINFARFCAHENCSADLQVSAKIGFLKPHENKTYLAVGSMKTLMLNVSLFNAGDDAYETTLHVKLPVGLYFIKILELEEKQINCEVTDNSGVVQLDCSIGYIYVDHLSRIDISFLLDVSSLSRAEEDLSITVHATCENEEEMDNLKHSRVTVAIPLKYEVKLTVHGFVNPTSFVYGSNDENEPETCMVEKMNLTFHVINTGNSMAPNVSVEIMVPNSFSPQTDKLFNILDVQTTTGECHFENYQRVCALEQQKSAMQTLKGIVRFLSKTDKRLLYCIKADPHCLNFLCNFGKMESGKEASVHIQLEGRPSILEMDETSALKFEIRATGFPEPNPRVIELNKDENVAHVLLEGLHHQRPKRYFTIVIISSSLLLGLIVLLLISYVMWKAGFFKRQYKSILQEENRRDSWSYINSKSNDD
GRK2 inh: compounds blocking aptamer binding on GRK2 – biochemical, human GRK2, bead flow cytometry, HTS, primary screen | inhibition of aptamer binding, % at 10 µM | AID 488847, 2010 | 330,000 compounds, 0.59% hits | FAM-aptamer displacement from GRK2;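 active = inhibition of aptamer binding above 40%, roughly 3 SD of noise, on plates passing a quality check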;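 note: median bead fluorescence of bound FAM aptamer so fluorescent compounds give negative values; no value below 0 was filed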
AGP1-GFP MLPCN: modulators of AGP1-GFP expression in yeast TOR pathway, primary screen, cell-based, multiplex flow cytometry, S. cerevisiae, MLPCN library. 3 h; GFP as percent of DMSO wells. GFP response vs DMSO, % at 10 µM. 320,000 compounds, 0.02% hits;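 active = GFP response relative to DMSO above a set limit, near screen average plus 3 SD, cut at about 150% in these data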;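 note: median GFP channel fluorescence of the gated AGP1 strain per well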
* = called active by the depositor; / = no result given. Rows are unselected; 2.2% or so of the library scored in one or more.

No.	SMILES	Fam108B inh	GLD-1 RNA inh	Bcl-xL primary	MCL1-BIM inh	CIT2-GFP yeast	MEX-5 binding	VLA-4 inh	GRK2 inh	AGP1-GFP MLPCN
1	Cc1ncc(CN2CCCC(C(=O)Nc3ccc(-c4ccco4)cc3)C2)cn1 (stereo unspecified)	-4	1	1	10	100	/	-3	0	102
2	O=C(O)COc1ccc(/C=N/NC(=O)COc2nsnc2N2CCOCC2)cc1	4	6	2	-1	111	-0.1	13	2	104
3	OCCN1CCN(CC/C=C2/c3ccccc3CSc3ccccc32)CC1	1	1	4	9	94	/	-2	0	103
4	COc1ccc(N=C(C)C2=C(O)CSC2=O)cc1	2	3	11	15	100	-0.1	25	5	99
5	COc1ccc(CCC(C)NCc2cc(OC)cc(OC)c2)cc1 (stereo unspecified)	-3	6	5	12	101	1.3	5	0	101
6	CN(CC(=O)Nc1cccc(S(=O)(=O)N(C)C)c1)Cc1ccccc1	0	8	2	6	106	-1.1	-4	3	92
7	O=C(COc1ccccc1[N+](=O)[O-])Nc1ccccc1N1CCCCC1	0	8	-2	3	90	-0.3	8	7	82
8	CS(=O)(=O)Nc1ccccc1C(=O)Nc1ccccc1C(=O)N1CCCC1	-1	-9	-1	-3	98	0.1	-13	1	97
9	CC(=O)c1cn(CCC(C)C)c(=O)[nH]c1=O	3	-3	8	-5	97	-2.2	-5	0	99
10	COC(CNC(=O)c1ccc2c(c1)ncn2-c1ccc(F)c(F)c1)OC	0	8	4	-4	100	0.4	-10	3	100
11	COCCn1c(SCC(=O)N2CCOCC2)nc2ccccc2c1=O	0	-5	3	0	91	0.7	17	2	99
12	CC(C)(C)c1ccc(/C=C/C(=O)Nc2ccncc2)cc1	-4	2	0	3	102	-0.9	23	3	105
13	CCc1nnc(NS(=O)(=O)c2ccc(N3C(=O)c4ccc(C(=O)O)cc4C3=O)cc2)s1	6	2	9	12	103	1.3	12	1	101
14	CC1(C)C(=O)NCCN1C(=O)CCC(=O)O	7	-1	2	0	101	-2.8	15	0	104
15	COc1ccc(C(CC(=O)N2CCCC(C)C2)c2c(OC)cc(OC)c3c(-c4ccccc4)cc(=O)oc23)cc1 (stereo unspecified)	-6	9	1	20	103	-2.2	-8	7	101
16	O=C(NCc1ccc(Cl)cc1)c1ccc(CNc2c(N3CCOCC3)c(=O)c2=O)cc1	3	3	4	5	79	2.1	18	3	112
17	S=c1[nH]nc(-c2ccc(Cl)cc2)n1-c1ccc2c(c1)OCCO2	-2	6	-15	-19	94	-0.3	19	0	91
18	Cc1ccc(S(=O)(=O)N(CC(=O)NC2CCCC2)c2cccc(C)c2)cc1	0	-1	7	6	102	2.4	-4	0	100
19	CC(C)(C)c1cc(N)on1	2	0	7	-1	97	0.3	1	2	101
20	COCCNC(=O)C(c1ccc(C)o1)N(Cc1cccs1)C(=O)c1snc(C(N)=O)c1N (stereo unspecified)	0	-1	7	4	102	-0.1	-8	0	106
21	CC(C)c1ccc(NC2CCCN(C(=O)c3cc(C(C)C)nc(N)n3)C2)cc1 (stereo unspecified)	10	1	10	11	101	-1.9	8	4	106
22	CCC(C(=O)OC)n1cnc2scc(-c3ccc(C)cc3)c2c1=O (stereo unspecified)	-2	6	-1	6	104	1.4	-3	1	100
23	CC(=O)NS(=O)(=O)c1ccc(NC(=O)C2C3C=CC(C3)C2C(=O)O)cc1 (stereo unspecified)	-3	1	1	-4	92	/	0	16	99
24	COc1ccc(NC(=O)CN2C(=O)C(c3ccccc3)=NC23CCCCCC3)cc1OC	4	2	3	9	96	-2.5	-15	3	95
25	Cn1c(=O)[nH]c(=O)c2c1nc(N1CCC(Cc3ccccc3)CC1)n2Cc1ccccc1	0	3	4	5	94	5.5	-2	2	98
26	COc1ccc(C2CC(c3ccc4ccccc4c3)=NN2C(=O)CNC2CCCCC2)cc1 (stereo unspecified)	1	-6	9	-3	96	-4.4	22	2	94
27	CCN1CCN(c2ccc(NC(=O)c3cccc(F)c3)cc2Cl)CC1	3	-2	0	-6	96	-2.8	32	0	105
28	CSCCC(=O)N1C(C)CCCC1C(=O)O (stereo unspecified)	-2	8	4	5	108	-0.2	0	2	98
29	COc1ccc(OCC(O)CNS(=O)(=O)c2ccc(C)cc2)cc1 (stereo unspecified)	0	2	7	4	93	-0.2	4	0	104
30	COc1ccccc1CCNC(=O)c1ccc2nc[nH]c2c1	6	-3	9	11	92	3.2	0	2	104
31	COc1ccc(Cn2c(=O)[nH]c3cc(OC)c(OC)cc3c2=O)cc1	-1	0	6	5	89	-2.1	11	4	99
32	C/C(CC(=O)Nc1cc(Cl)ccc1Cl)=N\NC(N)=S	0	-7	2	12	81	-8.7	12	0	82
33	O=[N+]([O-])c1cnn2cc(Br)cnc12	0	-2	0	-1	89	-2.5	6	0	87
34	C=CC[C@@H](CC(=O)N(CCO)Cc1ccccc1)C(=O)N[C@H](COC(=O)[C@@H](CC=C)CC(=O)OC(C)(C)C)c1ccccc1	/	2	/	/	90	/	-3	1	87
35	CS(=O)(=O)Nc1ccc(C(=O)Nc2ccc(S(=O)(=O)Nc3nccs3)cc2)cc1	3	-5	2	2	94	-0.4	20	0	95
36	COc1ccc(Cl)cc1Nc1nc(NCCO)nc(N2CCCC2)n1	-5	-9	1	2	104	1.3	8	1	105
37	O=C(CN1CCN(S(=O)(=O)c2ccc(F)cc2)CC1)Nc1cccc(C(F)(F)F)c1	-1	10	4	7	105	0.6	9	0	99
38	NC(=O)C1CCN(C2=C(NS(=O)(=O)c3ccc(Br)cc3)C(=O)c3ccccc3C2=O)CC1	2	-8	-1	-1	94	-10	4	4	98
39	Cn1c(CCN2CCOCC2)nc2cc(NS(=O)(=O)c3ccccc3)ccc21	-1	6	5	-2	97	1.4	10	0	105
40	COc1ccc(C(=O)NC(=S)NNC(=O)c2ccccc2C)cc1	-2	-2	9	9	95	-2.6	3	0	104

Ordered by length of the SMILES (largest number first): part of the list above
No.	SMILES	Fam108B inh	GLD-1 RNA inh	Bcl-xL primary	MCL1-BIM inh	CIT2-GFP yeast	MEX-5 binding	VLA-4 inh	GRK2 inh	AGP1-GFP MLPCN
34	C=CC[C@@H](CC(=O)N(CCO)Cc1ccccc1)C(=O)N[C@H](COC(=O)[C@@H](CC=C)CC(=O)OC(C)(C)C)c1ccccc1	/	2	/	/	90	/	-3	1	87
15	COc1ccc(C(CC(=O)N2CCCC(C)C2)c2c(OC)cc(OC)c3c(-c4ccccc4)cc(=O)oc23)cc1 (stereo unspecified)	-6	9	1	20	103	-2.2	-8	7	101
20	COCCNC(=O)C(c1ccc(C)o1)N(Cc1cccs1)C(=O)c1snc(C(N)=O)c1N (stereo unspecified)	0	-1	7	4	102	-0.1	-8	0	106
26	COc1ccc(C2CC(c3ccc4ccccc4c3)=NN2C(=O)CNC2CCCCC2)cc1 (stereo unspecified)	1	-6	9	-3	96	-4.4	22	2	94
1	Cc1ncc(CN2CCCC(C(=O)Nc3ccc(-c4ccco4)cc3)C2)cn1 (stereo unspecified)	-4	1	1	10	100	/	-3	0	102
7	O=C(COc1ccccc1[N+](=O)[O-])Nc1ccccc1N1CCCCC1	0	8	-2	3	90	-0.3	8	7	82
29	COc1ccc(OCC(O)CNS(=O)(=O)c2ccc(C)cc2)cc1 (stereo unspecified)	0	2	7	4	93	-0.2	4	0	104
36	COc1ccc(Cl)cc1Nc1nc(NCCO)nc(N2CCCC2)n1	-5	-9	1	2	104	1.3	8	1	105
11	COCCn1c(SCC(=O)N2CCOCC2)nc2ccccc2c1=O	0	-5	3	0	91	0.7	17	2	99
32	C/C(CC(=O)Nc1cc(Cl)ccc1Cl)=N\NC(N)=S	0	-7	2	12	81	-8.7	12	0	82
30	COc1ccccc1CCNC(=O)c1ccc2nc[nH]c2c1	6	-3	9	11	92	3.2	0	2	104
9	CC(=O)c1cn(CCC(C)C)c(=O)[nH]c1=O	3	-3	8	-5	97	-2.2	-5	0	99
33	O=[N+]([O-])c1cnn2cc(Br)cnc12	0	-2	0	-1	89	-2.5	6	0	87
19	CC(C)(C)c1cc(N)on1	2	0	7	-1	97	0.3	1	2	101

Continuation.
No.	SMILES	Fam108B inh	GLD-1 RNA inh	Bcl-xL primary	MCL1-BIM inh	CIT2-GFP yeast	MEX-5 binding	VLA-4 inh	GRK2 inh	AGP1-GFP MLPCN
41	Cn1c(CCC(=O)Nc2cc(S(C)(=O)=O)ccc2Cl)nc2cc(S(=O)(=O)N3CCOCC3)ccc21	4	10	-2	-12	101	-0.8	0	3	101
42	Cc1cccc(C(=O)NNC(=O)c2ccccc2Br)c1	0	2	3	-6	96	3.0	3	0	97
43	CCc1sc(C(=O)Nc2cc(Cl)ccc2N2CCCCC2)cc1C	-4	-1	-2	-1	104	0.1	-7	0	101
44	Cc1cccc(C)c1NC(=O)CN1C(=O)NC(C)(C2CC2)C1=O (stereo unspecified)	/	3	/	/	105	/	2	0	112
45	COc1ccc2nc(NC(=O)CCn3cccc3)sc2c1	-6	-1	0	-1	88	1.9	3	3	81
46	CC(=O)N1CCOc2ccc(S(=O)(=O)N3CCC(C(=O)NCc4ccccc4)CC3)cc21	2	-1	12	6	100	-0.8	4	5	104
47	O=C(NC(Cc1c[nH]c2ccccc12)C(=O)O)/C(=C\c1ccc2c(c1)OCO2)NC(=O)c1ccccc1 (stereo unspecified)	-1	7	-2	2	85	-0.1	-12	2	106
48	CC(=O)c1ccc(S(=O)(=O)N2CCN(C(=O)c3ccc(-n4cncn4)c([N+](=O)[O-])c3)CC2)cc1	/	-6	-2	-7	99	/	8	1	104
49	CCOCC(=O)NCc1ccc2c(c1)OCO2	-2	-2	11	-2	82	-0.7	15	4	80
50	CCn1c(SCC(=O)NC2CC2)nnc1-c1cccc(OC)c1	3	-7	-2	-6	99	1.5	5	3	100
